GLS inhibitor – glutaminase GLS (human) inhibition. GLS enzymatic activity, qHTS titration. Potency, µM (highest dose often 45.5 µM), for the others: at the highest dose activity change, negative = inhibition, most hits filed as inhibitors. O94925. 410,000 tested, 0.21% active; note: potency is the fitted concentration of half-maximal effect; % is set by controls: 0 for no effect and ±100 for the full control effect
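hKGA; 45 mM KH2PO4 pH 8.2 + 0.02% Tween-20; cpd via pin tool; 1 mM Gln soln; GluOx/HRP/Amplex Red; RT 30 min; fluor. t0 & final.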
ERG Ets-DNA blk – blocks human ERG Ets domain binding to DNA; P11308; fluorescence polarization, His-ERG Ets domain / labelled DNA; Potency, µM (titrated, usually from 76.9 µM), without a hit: top-dose FP activity, negative = inhibition, most hits filed as inhibitors; 370,000 tested, 0.028% active; active = well fitted inhibition curve with a large enough effect in the polarisation, with a control signal flat; inconclusive = small, poorly fitted or top-dose-only effect, or effect the other way, or a change in a side signal; inactive = no such curve, though single readings can be large or run the other way; the % refers to the polarisation;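 note: polarization taken with two DNA probes labelled with fluorescein and Texas red; potency is the fitted concentration of half-maximal effect; % of control where 0% means no effect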
Target sequence (P11308 whole entry, looked up, the tested form may be a part): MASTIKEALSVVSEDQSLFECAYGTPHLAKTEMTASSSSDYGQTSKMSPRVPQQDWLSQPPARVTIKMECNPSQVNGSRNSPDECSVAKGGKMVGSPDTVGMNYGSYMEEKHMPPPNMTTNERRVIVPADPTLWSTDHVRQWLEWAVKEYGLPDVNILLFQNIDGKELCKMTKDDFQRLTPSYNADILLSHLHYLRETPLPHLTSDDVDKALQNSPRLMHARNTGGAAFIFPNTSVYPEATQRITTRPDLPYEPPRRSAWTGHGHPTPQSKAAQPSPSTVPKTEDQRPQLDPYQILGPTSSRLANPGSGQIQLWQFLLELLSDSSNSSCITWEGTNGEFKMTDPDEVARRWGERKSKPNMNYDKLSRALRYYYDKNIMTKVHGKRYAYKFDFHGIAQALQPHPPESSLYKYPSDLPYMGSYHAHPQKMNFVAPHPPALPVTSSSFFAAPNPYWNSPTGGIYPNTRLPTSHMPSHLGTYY
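His-tagged ERG Ets domain (1 uM in the protein solution; 300mM KCl, 50mM Tris-HCl, 1mM EDTA, 1mM DTT, pH 7.5) received compound, then a probe mix of 5 nM fluorescein-DNA and 100nM Texas-615-DNA. Fluorescence polarization was read for both dyes.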
JMJD2A Tudor inh – JMJD2A Tudor domain (human) inhibition. O75164. AlphaScreen JMJD2A-Tudor / H3K4me3 peptide binding. Potency, µM (doses to about 114 µM), without a hit: at the highest dose activity change, negative = inhibition, usual class: inhibitors. 390,000 tested, 4.4% active. AID 504339; note: potency is the fitted concentration of half-maximal effect; % is set by controls: 0 for no effect and ±100 for the full control effect; nearly all actives have a fitted effect of over 50% in size
HP1b chromo inh – inhibitors of HP1-beta chromodomain binding to methylated histone tails. P83916. AlphaScreen HP1-beta / biotin-H3K9me3 peptide binding. Potency, µM (doses to about 114 µM), for the others: top-dose activity change, negative = inhibition, most hits filed as inhibitors. 390,000 tested, 0.56% active; note: potency is the fitted concentration of half-maximal effect; nearly all actives have a fitted effect of over 70% in size; inactives centre near 23
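AlphaScreen: HP1-beta (50 nM) preformed 30 min with biotin-H3(1-18)K9me3 peptide (50 nM) in PBS pH 7.4, 0.01% Tween-20. Compound added for 30 min at RT, then streptavidin donor/nickel chelate acceptor beads (10 ug/mL) for 30 min.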
PI4K2A block – inhibitors of human PI4K2A; purified PI4K2A, ADP-Glo luminescence, 1 h; active compounds read low; 420,000 tested, 0.13% active; activity change, negative = inhibition, % at 76.9 µM; Q9BTU6; in the data active = activity change below about -50%; inconclusive = mostly about -30% to -49%;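 note: -100% = wells without enzyme as full effect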
Target sequence (Q9BTU6 whole entry, looked up): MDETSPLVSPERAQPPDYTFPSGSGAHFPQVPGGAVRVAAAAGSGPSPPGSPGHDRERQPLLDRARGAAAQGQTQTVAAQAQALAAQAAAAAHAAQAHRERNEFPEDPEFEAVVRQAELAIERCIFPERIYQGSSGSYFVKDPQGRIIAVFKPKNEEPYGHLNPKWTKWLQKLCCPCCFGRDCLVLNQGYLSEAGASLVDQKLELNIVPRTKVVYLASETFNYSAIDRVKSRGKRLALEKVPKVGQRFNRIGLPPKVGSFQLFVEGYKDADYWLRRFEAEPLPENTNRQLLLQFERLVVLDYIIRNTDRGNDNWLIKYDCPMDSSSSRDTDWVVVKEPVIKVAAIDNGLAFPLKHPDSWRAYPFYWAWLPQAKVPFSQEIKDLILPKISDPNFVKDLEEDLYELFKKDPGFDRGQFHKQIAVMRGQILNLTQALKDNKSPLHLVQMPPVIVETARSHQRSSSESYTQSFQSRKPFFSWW
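In this quantitative HTS, ADP production by PI4K2A was quantified luminescently after 1 h at ambient temperature; 100 microM adenosine served as plate-quality control.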
RGS4 inh – blocks human RGS4-accelerated GTP hydrolysis; Potency, µM (titrated, usually from 114 µM), inactives show top-dose activity change, negative = inhibition, actives largely listed as inhibitors; 390,000 tested, 0.039% active; P49798; Transcreener GDP fluorescence polarization, RGS4-accelerated GTP hydrolysis; note: potency is the fitted concentration of half-maximal effect; % is set by controls: 0 for no effect and ±100 for the full control effect; nearly all actives have a fitted effect of over 75% in size; some results filed as inactive show a strong effect at the top dose
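MLSMR compounds (23 nl, pin-transferred) preincubated 10 min at room temperature with a 500nM (2x) first reagent, then RGS4 at 900nM (2x) plus Transcreener GDP mix added; fluorescence polarization (620/688 nm) read before and after 90 min at 30 °C.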
12-LOX inh – inhibitors of human 12S-lipoxygenase ALOX12. P18054. purified 12hLO, xylenol orange hydroperoxide absorbance. 580,000 tested, 1.1% active. Potency, µM (doses to about 108 µM), for the others: top-dose activity change, negative = inhibition, actives largely listed as inhibitors; note: potency is the fitted concentration of half-maximal effect; % is set by controls: 0 for no effect and ±100 for the full control effect
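Purified human 12hLO at 150 nM in 25 mM Hepes, 0.01% Triton X-100, pH 7.0, preincubated 15 min at room temperature with compound. Reaction started with 40 uM arachidonic acid, 30 min at room temperature. Hydroperoxide measured by Fe-xylenol orange, 573/405 nm absorbance ratio.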
G9a inh – G9a (human) methyltransferase inhibition | Q96KQ7 | G9a H3K9 monomethylation, AlphaScreen, 2 h | Potency, µM (top dose mostly 102 µM), inactives show at the top dose activity, negative = inhibition, usual class: inhibitors | 350,000 tested, 8.8% active | AID 504332; note: potency is the fitted concentration of half-maximal effect; % is set by controls: 0 for no effect and ±100 for the full control effect; nearly all actives have a fitted effect of over 75% in size
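G9a (20 nM) preincubated 15 min RT with compounds, then 500 nM biotinylated H3K9 peptide and 20 uM SAM added; 2 h RT reaction. Monomethyl-H3K9 product detected by AlphaScreen with anti-H3K9me1 antibody, streptavidin donor and anti-rabbit IgG acceptor beads.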
BAZ2B block – blocks human BAZ2B. 360,000 tested, 4.4% active. Q9UIF8. AlphaScreen BAZ2B-H3K14Ac peptide displacement. Potency, µM (series often up to 114 µM), without a hit: top-dose activity change, negative = inhibition, hits mostly inhibitors; note: potency is the fitted concentration of half-maximal effect; % is set by controls: 0 for no effect and ±100 for the full control effect; nearly all actives have a fitted effect of over 60% in size
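BAZ2B 50 nM plus b-H3(5-23)K14Ac 50 nM, PBS pH 7.4/0.01% Tween-20, 30 min RT; compound added (max 110 uM), 30 min RT; streptavidin donor/Ni-chelate acceptor beads 10 ug/mL final, 20 min dark; AlphaScreen read.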
* = called active by the depositor; ? = inconclusive; . = no result given; & = joins results of further samples; ! = not confirmed by another sample; [ ] = another dose, or the depositor's remark. Unless noted, calls come from the whole dose curve; as a rule, active = well fitted curve in the direction sought with a large enough effect; inconclusive = small, poorly fitted or top-dose-only effect, or another doubt; inactive = no such curve, though single readings can be large; an effect the other way counts as inactive or inconclusive.

GLS inhibitor	ERG Ets-DNA blk	JMJD2A Tudor inh	HP1b chromo inh	PI4K2A block	RGS4 inh	12-LOX inh	G9a inh	SMILES	BAZ2B block
1%	0%	?	-4%	1	?	163%[activator]	-8%[59 µM]	Cc1ccccc1N(CC(=O)NC1CCCC1)C(=O)C1(C)CC(=O)N=C2C=CC=CN21 (stereo not drawn)	0%
13%	-5%	-35%	-15%	-1	24%	-7%	.	O=C(N/N=C/c1ccc[nH]1)c1ccccc1O	-5%
0%	3%	-15%	8%	-6	-20%	24%	6%[12.7 µM]	CCOC(=O)C1CCN(C(C(=O)Nc2ccc3c(c2)OCCO3)c2ccccc2)CC1 (stereo not drawn)	?
-17%	2%	-12%	29%	3	7%	-15%	3%[59 µM]	Cc1ccc(N2C(=O)C(NC(=O)c3ccccc3)(C(F)(F)F)C3=C2CC(C)(C)CC3=O)cc1 (stereo not drawn)	1%
-5%	-2%	3%	38%[activator]	4	14%	0%	17%	Cc1c(CC(=O)NC(C)C)c(=O)oc2cc3c(cc12)CCC(C)(C)O3	5%
7%	-2%	4%	34%	0	-15%	0%	40%	Cn1nc(C(=O)Nc2ccccc2)c2c1-c1ccccc1S(=O)(=O)C2	-12%
3%	2%	5%	36%	-2	-11%	-13%	3%[59 µM]	Cc1ccc(CNC(=O)CCN2C(=O)COc3ccc(C)cc32)cc1	0%
-3%	0%	-9%	46%	-4	4%	8%	-9%[59 µM]	O=C(CCCOc1ccccc1)NC1CCCc2ccccc21 (stereo not drawn)	9%
-5%	4%	-10%	21%	-1	-15%	-7%	1%	Cc1c(Cl)cccc1NC(=O)CSc1nnc(CCNC(=O)OC(C)(C)C)o1	5%
-9%	-5%	18%	56%[activator]	3	-20%	0%	1%	CC(C)CCNC(=O)c1cc(-c2cccs2)nc2ccccc12	32%[activator]
-6%	0%	-19%	63%[activator]	0	-7%	34%[activator]	?	COC(=O)c1ccc(NC(=O)C2CCN(S(C)(=O)=O)CC2)cc1	10%
-5%	-13%	-35%	-12%	-2	2%	-21%	?	Cc1ccccc1NC(=S)/C(=C(\[O-])c1ccc(C)c([N+](=O)[O-])c1)[n+]1ccccc1	?
-6%	0%	-26%	32%	-3	23%	-7%	10%[59 µM]	O=C(CNC(=O)C1COc2ccccc2O1)N/N=C/c1ccc(O)cc1O (stereo not drawn)	0%
22%	-10%	-18%	4%	2&2	3µM*!	?	-32%&17%&35%[59 µM]	CN1CCc2cc(Cl)c(O)cc2[C@@H](c2ccccc2)C1	-8%
2%	-11%	3%	53%[activator]	-1	-7%[11.4 µM]	-3%	17%[59 µM]	O=C(c1cc([N+](=O)[O-])ccc1N1CCOCC1)N1CCOCC1	8%
11%	.	79µM*	0%	0	-39%	-52%	?	NC(=O)c1sc2nc3c(c(-c4ccco4)c2c1N)CCC3	?
-6%	-13%	-13%	31%	-6	-33%	-1%	?	COc1cccc(C2=NOC(C(=O)Nc3ccc4c(c3)OCO4)C2)c1 (stereo not drawn)	-35%
-4%	-4%	-15%	7%	3	-6%	-8%	?	O=C(CN1C(=O)NC2(CCCCCC2)C1=O)NCc1cccs1	10%
8%	-9%	2%	10%	3	20%	-23%	21%[59 µM]	CCCC(=O)OCCNC(=O)c1cc2ccccc2oc1=O	5%
0%	8%	-20%	?	-4	9%	-24%	45µM*	O=C(CCS(=O)(=O)c1ccccc1)Nc1ccc(Cl)cn1	?
-2%	2%	-9%	23%	-2	0%	40%[activator]	-32%	CC(C)c1ccc(N2C(=O)CC(NNC(=O)c3ccccc3Cl)C2=O)cc1 (stereo not drawn)	6%
9%	0%	-6%	66%[activator]	-5	2%	-12%	-15%	COc1ccc(C(=O)c2c(-c3cccc(C)c3)oc3ccc(N4CCOCC4)cc23)cn1	-3%
1%	8%	-20%	25%	3	12%	-17%	16%[59 µM]	O=C(N/N=C/c1ccc2ncccc2c1)c1cc(-c2cccs2)nc2ccccc12	8%
1%	2%	-26%	11%	0	10%	-13%	-12%[59 µM]	CN(C)S(=O)(=O)c1ccc(NC(=O)/C=C/c2ccccc2Cl)cc1	6%
3%	-3%	-16%	4%	1	-21%	1%	16%	COC(=O)COc1ccc(/C=C2\SC(=O)N(CC(=O)Nc3ccccc3F)C2=O)cc1	-4%
?	8%	40µM*	?	-18	?	?	.	O=C(NCc1ccco1)c1cccc2c1C(=O)c1ccc(/C=C/c3ccccc3)cc1S2(=O)=O	.
-1%	4%	-16%	74%[activator]	-15	11%	-1%	.	CCCc1cc(C(=O)N2CCCC(C(=O)c3cccc4ccccc34)C2)n(C)n1 (stereo not drawn)	-2%
8%	2%	-19%	5%	0	17%	-9%	.	C[C@@H](C(=O)Nc1ccc2ccccc2c1)[C@@H]1C[C@@]1(C)[C@@H](N)c1ccccc1	.
9%	-4%	-27%	15%	-10	20%	-31%	?	COc1ccc(-n2c(=S)[nH]c3cc(C(=O)NCc4ccco4)ccc3c2=O)c(OC)c1	-37%
-6%	-2%	-19%	-11%	11	-5%	-7%	.	Cc1ccc(S(=O)(=O)N2CCCCC2)cc1NC(=O)COc1ccccc1	.
2%	-20%	-4%	44%[activator]	3	22%	0%	.	CC(C)CNC(=O)c1c2c(nc3ccccc13)-c1ccccc1CC2	4%
10%	-9%	-6%	23%	-3	13%	-24%	7%	Cc1ccc(C(=O)Nc2nc3ccc(S(C)(=O)=O)cc3s2)cc1C	2%
5%	2%	64%[activator]	78%[activator]	-2	33%	-62%	57%[activator][59 µM]	CCCOc1ccc(OC(=O)c2c(-c3ccccc3Cl)noc2C)cc1	43%[activator]
-2%	3%	-14%	36%	-1	-5%	-4%	-3%	O=C(NCc1cccnc1)c1cccc(S(=O)(=O)NCc2ccccc2)c1	-30%
4%	5%	1%	47%[activator]	-2	-12%	4%	2%[0.501 µM]	CCOc1ccc(Cl)cc1C1=CC(=O)C[C@H](c2ccc(OC)cc2)C1	45%[activator]
-9%	-19%	-1%	49%[activator]	1	6%	175%[activator]	.	CCOC(=O)c1ccc(S(=O)(=O)N2CCN(C/C=C/c3ccccc3)CC2)cc1	.

As a short view, some entries already given.
GLS inhibitor	ERG Ets-DNA blk	JMJD2A Tudor inh	HP1b chromo inh	PI4K2A block	RGS4 inh	12-LOX inh	G9a inh	SMILES	BAZ2B block
2%	-11%	3%	53%[activator]	-1	-7%[11.4 µM]	-3%	17%[59 µM]	O=C(c1cc([N+](=O)[O-])ccc1N1CCOCC1)N1CCOCC1	8%
11%	.	79µM*	0%	0	-39%	-52%	?	NC(=O)c1sc2nc3c(c(-c4ccco4)c2c1N)CCC3	?
-6%	-13%	-13%	31%	-6	-33%	-1%	?	COc1cccc(C2=NOC(C(=O)Nc3ccc4c(c3)OCO4)C2)c1 (stereo not drawn)	-35%

(continued)
GLS inhibitor	ERG Ets-DNA blk	JMJD2A Tudor inh	HP1b chromo inh	PI4K2A block	RGS4 inh	12-LOX inh	G9a inh	SMILES	BAZ2B block
-10%	1%	-6%	29%	-5	-1%	?	?	CS(=O)(=O)c1ccc2nc(NC(=O)C3CC(=O)N(c4ccc(F)cc4)C3)sc2c1 (stereo not drawn)	-17%
8%	-3%	-15%	41%[activator]	2	6%	3%	0%	CCn1c(COc2ccccc2)nnc1SCC(=O)NC1CC1	-3%
-9%	-1%	-7%	54%[activator]	0	-9%	-13%	-29%[59 µM]	CCS(=O)(=O)c1nc(S(=O)(=O)c2ccc(C)cc2)c(NCC(C)C)s1	2%
6%	-1%	-14%	24%	3	-9%	-6%	13%[59 µM]	COc1ccc(C(C(=O)NC2CCCC2)N(C(=O)c2ccco2)c2ccc(OC)c(OC)c2)cc1 (stereo not drawn)	-6%
1%	7%	-14%	37%	-4	19%	?	25%[12.7 µM]	CC(=O)Nc1ccc(NC(=O)C(C)OC(=O)c2ccc3ccccc3n2)cc1 (stereo not drawn)	9%
0%	-2%	-7%	15%	-1	-10%	-21%	12%[0.501 µM]	O=C(CCCNC(=O)/C(=C\c1ccc(F)cc1)NC(=O)c1ccccc1)OCc1ccccc1	-1%
6%	-7%	79µM*	-21%	4	?	0%	-7%[59 µM]	COc1ccc(NC(=O)C2CCN(C(=O)NC3CCCCC3)CC2)c(OC)c1	.
2%	5%	32µM*	2%	-1	-9%	-10%	.	c1ccc(-c2nnc(SCc3nc4ccccc4[nH]3)n2Cc2ccco2)cc1	-7%
1%	112%[activator]	11%	44%[activator]	0	-5%	?	-6%	CC(=O)N1c2ccc(S(=O)(=O)N3CCC(C(=O)Nc4ccc(C)cn4)CC3)cc2CC1C (stereo not drawn)	-22%
0%	6%	-16%	10%	7	14%	.	.	O=C(CSc1nnc(-c2ccc(F)cc2)n1CC1CCCO1)NCc1ccco1 (stereo not drawn)	-4%

Some of the compounds tested; rates above refer to the full screens.
